# KCNH2 3.1 inh = blocks the human KCNH2 3.1 channel isoform; AID 720553; actives 0.95% (n = 340,000); U2OS KCNH2 3.1, thallium flux FluxOr; hits give low values; activity change, % (tested at about 1.8 µM);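 active = maximum activity change below -70%; inconclusive = maximum activity change from -70% to -50%; inactive = maximum activity change above -50%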;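 note: thallium influx rate constant from kinetic fluorescence after stimulation buffer; % is set by controls: 0 for no effect and ±100 for the full control effect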
#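 We transduce U2OS cells with the mutant 3.1 virus, culture them overnight, load FluxOr with Red40 quencher for 45 min, then add stimulation buffer and read kinetically for 2 min to derive a normalized rate constant.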
# MBNL1 CUG block = MBNL1-poly(CUG) RNA binding inhibition. actives 0.036% (n = 280,000). Potency, µM (top dose mostly 57.5 µM), for the others: at the top dose activity change, negative = inhibition, usual class: inhibitors. TR-FRET MBNL1-His/biotin-(CUG)12 binding, 665/545 ratio. AID 2675; active = well fitted inhibition curve with a large enough effect in the signal ratio, with a control signal flat, not every such curve was filed as active; inconclusive = small, poorly fitted or top-dose-only effect, or effect the other way, or a change in a side signal; inactive = no such curve, though single readings can be large or run the other way; the % refers to the signal ratio; note: potency is the fitted concentration of half-maximal effect; % is set by controls: 0 for no effect and ±100 for the full control effect
#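 MBNL1-His + Biotin-(CUG)12, cpd titration 92 nM–58 uM; Tb anti-His Ab 0.055 ng/ul, SA-XL665 5 nM (final); 60 min RT; ratiometric 665/545 nm, Ex 340 nm; normalized to buffer and full-complex controls.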
# GALK inhibitor = blocks human galactokinase activity | P51570 | Purified GALK, Kinase-Glo residual ATP luminescence | Potency, µM (highest dose often 57.5 µM), inactives show at the highest dose activity change, negative = inhibition, most hits filed as inhibitors | actives 0.007% (n = 270,000) | AID 1868; note: potency is the fitted concentration of half-maximal effect; % is set by controls: 0 for no effect and ±100 for the full control effect
# Target sequence (P51570 whole entry, looked up): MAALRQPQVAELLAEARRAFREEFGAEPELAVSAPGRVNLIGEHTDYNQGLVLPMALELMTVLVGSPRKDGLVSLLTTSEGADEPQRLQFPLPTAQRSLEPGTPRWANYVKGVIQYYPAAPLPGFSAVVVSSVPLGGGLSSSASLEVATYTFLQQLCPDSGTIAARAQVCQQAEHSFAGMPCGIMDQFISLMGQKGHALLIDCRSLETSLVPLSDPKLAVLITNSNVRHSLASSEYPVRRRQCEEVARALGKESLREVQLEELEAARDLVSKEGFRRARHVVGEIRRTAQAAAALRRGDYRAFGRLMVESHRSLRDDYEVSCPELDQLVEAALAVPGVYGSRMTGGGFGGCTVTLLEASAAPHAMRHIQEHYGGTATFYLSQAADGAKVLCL
#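 Compounds were pin-transferred into ATP buffer (35 uM final), then GALK plus galactose (5 nM, 100 uM final) was added. After 1 h at room temperature, Kinase-Glo Plus was added and luminescence read after 10 min.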
# Coupling enz = inhibits coupling enzyme system, counter-screen for aldolase hits. actives 0.67% (n = 290,000). activity change, negative = inhibition, % at 58.2 µM, hits read low. coupling enzyme system counterscreen, AmpLite Red fluorescence. AID 2472; in the data active = activity change below about -30%; note: % is set by controls: 0 for no effect and ±100 for the full control effect
#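 Compounds tested against the coupling enzymes alone at 57.5 uM final; readout was AmpLite Red fluorescence (525/598 nm) after 20 min at RT.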
# S-ASM inh = blocks human secretory acid sphingomyelinase | P17405 | actives 0.006% (n = 340,000) | placental ASM, HMU-PC fluorogenic substrate, 60 min | Potency, µM (highest dose often 57.5 µM), for the others: top-dose activity change, negative = inhibition, usual class: inhibitors; note: potency is the fitted concentration of half-maximal effect
# Target sequence (P17405 47-631 limits assumed): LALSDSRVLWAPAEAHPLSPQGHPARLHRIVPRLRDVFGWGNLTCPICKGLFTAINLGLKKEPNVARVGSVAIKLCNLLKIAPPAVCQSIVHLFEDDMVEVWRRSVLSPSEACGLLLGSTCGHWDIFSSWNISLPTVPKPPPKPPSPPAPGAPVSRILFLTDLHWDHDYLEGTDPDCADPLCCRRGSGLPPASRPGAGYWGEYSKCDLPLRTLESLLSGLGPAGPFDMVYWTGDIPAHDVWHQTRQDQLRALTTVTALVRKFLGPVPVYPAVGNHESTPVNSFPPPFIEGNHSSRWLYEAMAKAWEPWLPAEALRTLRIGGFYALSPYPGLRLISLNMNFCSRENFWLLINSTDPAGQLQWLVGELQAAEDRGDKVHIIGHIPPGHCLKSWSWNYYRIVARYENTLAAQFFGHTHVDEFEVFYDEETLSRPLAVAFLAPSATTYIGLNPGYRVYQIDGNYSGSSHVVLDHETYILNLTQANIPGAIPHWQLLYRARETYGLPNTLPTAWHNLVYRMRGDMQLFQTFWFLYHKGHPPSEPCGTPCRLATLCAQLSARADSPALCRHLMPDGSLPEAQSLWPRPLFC
#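 Human placenta-derived ASM preincubated with compound 10 min at room temperature, then reacted with 9 uM (final) fluorogenic HMU-PC substrate for 60 min at 37 C. Stop solution raises pH to 10; fluorescence read at Ex 386/Em 447 nm.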
# CXXC DNA block = inhibitors of human MLL CXXC domain-DNA interaction; Q03164; actives 0.037% (n = 290,000); MLL-CXXC / FITC-HOXA9 DNA fluorescence polarization; Potency, µM (doses to about 115 µM), for the others: at the highest dose activity change, negative = inhibition, actives largely listed as inhibitors; active = well fitted inhibition curve with a large enough effect in the polarisation, with a control signal flat, not every such curve was filed as active; inconclusive = small, poorly fitted or top-dose-only effect, or effect the other way, or a change in a side signal; inactive = no such curve, though single readings can be large or run the other way; the % refers to the polarisation; note: potency is the fitted concentration of half-maximal effect
#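 Purified MLL-CXXC (added from a 7 uM solution) was preincubated 5 min at ambient with pinned compounds in 50 mM Tris-HCl pH 7.5, 50 mM NaCl, 1 mM DTT, 0.05% BSA. Fluorescein-labeled HOX-A9 DNA (50 nM solution) followed, 30 min, then polarization read.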
# A-T KAP1 phos = potential ataxia-telangiectasia treatments restoring KAP-1 phosphorylation. actives 0.19% (n = 320,000). […] A-T fibroblasts, KAP-1 phosphorylation AlphaLISA; neocarzinostatin DNA damage 30 min before lysis. AID 485349. Potency, µM (series often up to 57.5 µM), inactives show at the top dose activation, hits mostly activators; note: potency is the fitted concentration of half-maximal effect; % of control where 0% means no effect; nearly all actives have a fitted effect of over 45% in size
#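 ATM-like activity read as KAP-1 phosphorylation via AlphaLISA donor/acceptor antibody pairs after lysis and 6 hr at 25C. Cells were ATM-null patient fibroblasts ([…], hTERT), dosed 60 min, then exposed to the DSB inducer NCS for 30 min.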
# TRPV1 ag = activates the human vanilloid receptor TRPV1. AID 540275. actives 0.19% (n = 320,000). Q8NER1. activation, % at 8.33 µM. TRPV1-expressing cells, Fluo-8 calcium influx, agonist mode; in the data active = activation above about 80%; inconclusive = between about 30% and that limit; note: 0% is about no effect
#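 Fluo-8 calcium influx in TRPV1-expressing cells, kinetic read (ex 480/em 520 nm). Compound added and read 3 min for agonist activity, followed by capsaicin at EC20 final and 2 min further read for enhancement.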
# KCNH2 WT inh = KCNH2 (human, wildtype) channel inhibition | Q12809 | U2OS, BacMam KCNH2, thallium flux FluxOr; hits give low values | activity change, % at 1.84 µM | actives 0.37% (n = 340,000) | AID 720551;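 active = maximum activity change below -70%; inconclusive = maximum activity change between -70% and -50%; inactive = maximum activity change above -50%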; note: % is set by controls: 0 for no effect and ±100 for the full control effect
#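 U2OS cells transduced with wild-type KCNH2 virus are loaded with FluxOr dye for 45 min, and thallium flux is measured in kinetic reads before and after stimulation buffer. Rate constants are normalized to DMSO controls.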
# a7 integrin act = integrin-mediated muscular dystrophy alleviation activation; actives 0.064% (n = 350,000); AID 624291; alpha7betagal myoblasts, beta-gal FDG fluorescence, 48 h; Potency, µM (series often up to 38.3 µM), for inactives: top-dose activation, actives largely listed as activators;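 note: potency is the fitted concentration of half-maximal effect; 100% = response of the positive control SU9516; nearly all actives have a fitted effect of over 60% in size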
#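 Alpha7betagal+/- myoblasts (passage 13) were plated 16-24 hr, then exposed to compounds (1:260 dilution of DMSO stock) for 48 hours at 37C. After MPER lysis, β-galactosidase reporter activity was read as FDG fluorescence (ex 480/em 540) after 30 minutes.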
# * hit, by the source's call; i = inactive; ? = inconclusive; . = not tested or not shown; [ ] = remark or other dose. Unless noted, calls come from the whole dose curve; as a rule, active = well fitted curve in the direction sought with a large enough effect; inconclusive = small, poorly fitted or top-dose-only effect, or another doubt; inactive = no such curve, though single readings can be large; an effect the other way counts as inactive or inconclusive.
SMILES,KCNH2 3.1 inh,MBNL1 CUG block,GALK inhibitor,Coupling enz,S-ASM inh,CXXC DNA block,A-T KAP1 phos,TRPV1 ag,KCNH2 WT inh,a7 integrin act
Cc1csc(N(C(=O)Cc2ccccc2F)c2ccccc2)n1,-6,14%,2%,4,2%,-4%,5%,-2,3,4%
CCCc1ccc(C(=O)NNc2ccc(F)cc2)cc1,0,-6%,.,5,-1%,8%,-1%,20,1,3%
C=CCc1ccccc1OCCCCN1CCCC1,-7,-1%,1%,0,2%,14%,-1%,-3,10,-43%
O=C(O)/C=C\C(=O)Nc1ccc(N2CCN(c3ccc(Cl)c(Cl)c3)CC2)cc1,16,3%,7%,3,-1%,-2%,-3%,-3,i,3%
CCc1cc2ccc(C)c(C)c2nc1SCC(=O)Nc1cc(C)on1,-16,9%,-2%,0,2%,2%,-1%,9,-9,-1%
CCN(CC)S(=O)(=O)c1ccc(NC(=O)CSc2ncnc3ccccc23)cc1,7,-5%,-2%,4,-9%,-5%,-3%,-3,14,-16%
CCN(CC)CCOC(=O)C1(c2ccccc2)CCOCC1,-4,-10%,6%,-1,3%,1%,3%,-3,-4,15%
O=C(Nc1cccc(-n2cnnn2)c1)c1ccco1,-18,3%,1%,-1,-3%,-1%,14%,2,-2,10%
CCOc1ccc(C(C)=O)cc1CN1C(=O)c2ccccc2S1(=O)=O,-4,2%,-1%,-1,-1%,12%,2%,17,5,19%
CN(CC(=O)Nc1ccc(F)cc1)C(=O)CCc1ccccc1,0,-4%,0%,1,2%,4%,12%,-1,-2,-9%
c1cnc2c(OCc3nc4ccccc4[nH]3)cccc2c1,3,15%,3%,-13,-1%,16%,-1%,-1,-11,15%
COc1ccc(C(C)C)cc1S(=O)(=O)N1CCC(C(=O)N2CCN(C)CC2)CC1,.,-7%,-2%,2,-2%,12%,4%,-2,7,-7%
CC(C)NS(=O)(=O)c1ccc2c(c1)oc(=O)n2C,-15,-13%,-3%,-1,2%,5%,-2%,1,16,-3%
C=CCN1C(c2ccc(Br)cc2)=CS/C1=C(\C#N)c1nnc(N2CCOCC2)n1-c1ccccc1,1,.,.,.,-6%,.,.,.,2,16%
CN1CCN(C(=S)C(=O)Nc2ccc(Br)cc2)CC1,1,-1%,-2%,-37*,3%,-4%,1%,1,4,-8%

# Single records (already shown). Order of screens: KCNH2 3.1 inh	MBNL1 CUG block	GALK inhibitor	Coupling enz	S-ASM inh	CXXC DNA block	A-T KAP1 phos	TRPV1 ag	KCNH2 WT inh	a7 integrin act
# C=CCN1C(c2ccc(Br)cc2)=CS/C1=C(\C#N)c1nnc(N2CCOCC2)n1-c1ccccc1 is listed with 1	.	.	.	-6%	.	.	.	2	16%
# Cc1csc(N(C(=O)Cc2ccccc2F)c2ccccc2)n1 is listed with -6	14%	2%	4	2%	-4%	5%	-2	3	4%

# (listing goes on)
SMILES,KCNH2 3.1 inh,MBNL1 CUG block,GALK inhibitor,Coupling enz,S-ASM inh,CXXC DNA block,A-T KAP1 phos,TRPV1 ag,KCNH2 WT inh,a7 integrin act
CCn1nc(C)c(C2C(C#N)=C(N)OC3=C2C(=O)CC(C)(C)C3)c1C (stereo not drawn),-27,4%,2%,3,8%,-1%,14%,2,-33,-4%
COc1ccc(N2CCN(C(C)C(=O)Nc3nnc(C)s3)CC2)cc1 (stereo not drawn),5,-19%,11%,2,3%,0%,-7%,-1,9,-15%
C[C@H](NC(=O)C1CCN(S(=O)(=O)c2ccccc2)CC1)C(=O)NCc1cccc(Cl)c1,-6,0%,-8%,.,4%,54%[activator],15%,5,2,-12%
COc1ccc(NS(=O)(=O)c2cccc(C(=O)NNC(=O)c3ccc(Br)o3)c2)cc1,-3,.,.,.,-3%,.,-2%,-1,-6,13%
CC(=O)N(CCC(c1ccco1)C(C)C)Cc1ccc(OC(C)C)cc1 (stereo not drawn),12,.,-2%,-3,0%,-2%,3%,?,0,-15%
Cc1ccc(NC(=O)CN2C(=O)NC(C)(C)C2=O)cc1S(=O)(=O)N1CCCCCC1,7,.,.,.,3%,.,5%,-1,-3,-4%
Cc1c(C(=O)NC2CC(=O)N(c3ccc4c(c3)OCCO4)C2)cccc1[N+](=O)[O-] (stereo not drawn),0,.,.,.,3%,.,-13%,-6,3,-21%
CC(C)[C@H]1C=C(C(=O)O)O[C@@H](OCc2ccc(CO)cc2)C1,21,6%,-3%,6,-3%,4%,-32%,1,-8,17%
CC1(c2ccccc2)NC(=O)N(CC(=O)NC(=O)NCc2ccco2)C1=O (stereo not drawn),-17,7%,1%,2,3%,0%,-7%,0,9,-19%
CN1CCN(C(=O)c2cc([N+](=O)[O-])cc([N+](=O)[O-])c2)CC1,-7,?,6%,-5,-3%,1%,3%,3,-5,29%
COc1ccc(OC)c(C2=NOC(C(=O)NCc3cccnc3)C2)c1 (stereo not drawn),2,6%,3%,0,2%,-6%,1%,0,9,-22%
O=C(Nc1ccccc1)c1cccc(Cn2cc(C(F)(F)F)ccc2=O)c1,16,.,2%,3,6%,-7%,2%,5,2,-16%
COc1ccc(C(=O)NCc2nnc(SCC(=O)Nc3nnc(C)s3)o2)cc1,-18,-2%,-1%,2,14%,?,-3%,0,-18,6%
Cc1c(NC(=O)Nc2ccccc2[N+](=O)[O-])c(=O)n(-c2ccccc2)n1C,-6,?,4%,4,0%,5%,-13%,-6,0,1%
O=C(O)C1CCN(S(=O)(=O)c2ccc(N3CCC(O)CC3)c([N+](=O)[O-])c2)CC1,9,3%,-2%,.,-1%,-6%,10%,0,23,14%
Clc1ccc(-c2cc(-c3ccccc3)on2)cc1,3,.,.,.,-3%,.,9%,-6,-6,23%
COc1ccc(NC(=O)C23CC4CC(CC(Cl)(C4)C2)C3)cc1S(=O)(=O)N1CCOCC1,4,.,.,.,-1%,.,7%,.,0,-11%
O=C(CSc1ncn[nH]1)N1CCOCC1,6,-9%,4%,0,1%,-3%,-12%,-2,-12,3%
CCOC(=O)C1=C(C)NC2=C(C(=O)CCC2)C1c1cc(OC)ccc1OC (stereo not drawn),6,7%,-3%,-1,136%[activator],-4%,1%,-7,-14,0%
CCN(CC)S(=O)(=O)c1cc(NC(=O)Cn2ncc(Cl)c(Cl)c2=O)ccc1C,11,.,-4%,4,-3%,39%[activator],-14%,-3,5,-53%[inhibitor]
CS(=O)(=O)c1cccc(NC(=O)C2CCCN2S(=O)(=O)c2ccc(F)cc2)c1 (stereo not drawn),0,-4%,1%,0,1%,-5%,-5%,3,-21,7%
c1ccc2[nH]c(-c3cnco3)cc2c1,-15,8%,-5%,-6,0%,7%,7%,-1,3,-10%
N#CCc1cnc2ccccc2n1,-9,7%,4%,-19,-3%,2%,-1%,3,-18,-5%
C=C1CCN([C@@H](Cc2ccccc2)C(=O)NCCC(C)C)S(=O)(=O)c2ccccc21,0,.,.,.,0%,.,.,.,8,-9%
Cc1ccc(-n2c(C)nnc2SC(C)C(=O)N2CCCC2)cc1 (stereo not drawn),-4,0%,5%,2,-16%,3%,6%,-2,-2,-5%
CC(C)(C)C(=O)NCc1ccc(C(=O)CSc2nnc(-c3ccncc3)n2C2CC2)s1,15,.,.,.,-3%,.,-1%,0,-1,-8%
CC(C)C[C@H](NC(=O)OC(C)(C)C)c1nnc(SCc2cccc(F)c2)o1,7,-13%,-3%,7,-5%,-8%,7%,-4,0,-44%
CCNC(=O)CN(c1ccc(CC)cc1)S(C)(=O)=O,-1,-5%,2%,1,5%,-2%,5%,-3,-1,12%
CCC(NC(=O)N(Cc1ccccc1)Cc1ccc2c(c1)OCO2)(C(F)(F)F)C(F)(F)F,1,0%,0%,1,1%,-6%,4%,6,-6,-5%
O=C(CCc1ccccc1)OCC(=O)c1ccc([N+](=O)[O-])cc1,-8,22%,-1%,1,-2%,-9%,-4%,10,.,-13%
Cc1ccc(NC(=O)CN(c2ccccc2F)S(C)(=O)=O)cc1,7,1%,-4%,-1,3%,-1%,7%,0,-4,1%
CCCCN(C)CCNC(=O)c1cc2cc3ccc(OC)cc3nc2o1,-4,?,3%,1,219%[activator],7%,7%,-1,-4,-56%[inhibitor]
CCc1nccn1CCC(=O)NC1CC(C)(C)Cc2c1cnn2-c1cccc(F)c1 (stereo not drawn),-13,-3%,-1%,.,5%,9%,2%,22,1,-11%
CCN(CC)CCNC(=O)c1ccc(NC(=O)c2ccccc2-c2ccc(C(F)(F)F)cc2)cc1,1,-5%,1%,2,-4%,1%,5%,2,13,-72%[inhibitor]
COC(=O)CSc1cc(C)nc(NC(C)=O)n1,-4,-4%,2%,1,3%,-2%,2%,-1,-4,5%
c1ccc(-n2nnnc2-c2cccnc2)cc1,11,-7%,10%,7,-1%,-1%,5%,-2,-1,6%

# Bioassay records: PubChem, National Center for Advancing Translational Sciences (NCATS)
